High-throughput results as filed in PubChem.
Apaf-1 inh = inhibitors of human Apaf-1 apoptosome | 330,000 tested, 0.71% active | O14727 | reconstituted apoptosome caspase-3 activity, DEVD-Rh110 fluorescence | inhibition, % at 20 µM; active means inhibition of at least 40% at 20 µM;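 further: plate controls were DMSO wells for no effect and DEVD-CHO caspase inhibitor wells for full effect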
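Material: reconstituted apoptosome with Apaf-1, cytochrome c, caspase-9, procaspase-3, dATP; medium: pH 7.5 Hepes buffer with CHAPS, BSA, DTT; also added: cytochrome c and DEVD-Rh110 substrate; timing: 30 min plus 50 min, RT; signal: Rh110 fluorescence intensity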
SENP7 inh = inhibitors of human SENP7 protease; Q9BQF6; recombinant SENP7, Z-RLRGG-aminoluciferin luminescence, 40 min; inhibition, % at 5 µM; 330,000 tested, 1.5% active; AID 434973;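 active means inhibition above about 50% at the single test dose, limit read from the data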;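 further: plate controls were DMSO with enzyme for no effect and no enzyme buffer wells for full effect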
Target sequence (Q9BQF6 706-1050 limits assumed): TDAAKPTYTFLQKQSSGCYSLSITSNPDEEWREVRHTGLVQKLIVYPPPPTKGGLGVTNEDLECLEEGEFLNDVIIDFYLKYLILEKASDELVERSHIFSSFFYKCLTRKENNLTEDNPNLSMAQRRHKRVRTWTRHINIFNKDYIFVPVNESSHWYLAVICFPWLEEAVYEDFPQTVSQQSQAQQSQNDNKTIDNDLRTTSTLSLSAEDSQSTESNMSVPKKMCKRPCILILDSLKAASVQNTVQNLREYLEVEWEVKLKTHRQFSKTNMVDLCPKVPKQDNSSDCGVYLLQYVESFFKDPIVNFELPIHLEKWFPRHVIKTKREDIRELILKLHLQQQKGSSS
UBC13 polyUb = human UBC13 polyubiquitination inhibition; P61088; UBC13 polyubiquitin chain formation, TR-FRET; inhibition, % at 20 µM; 330,000 tested, 0.47% active; AID 485273; in the data active means inhibition above about 45%, passing the limit was not always enough; inconclusive means no clear call, values can overlap the other calls
Target sequence (P61088 whole entry, looked up): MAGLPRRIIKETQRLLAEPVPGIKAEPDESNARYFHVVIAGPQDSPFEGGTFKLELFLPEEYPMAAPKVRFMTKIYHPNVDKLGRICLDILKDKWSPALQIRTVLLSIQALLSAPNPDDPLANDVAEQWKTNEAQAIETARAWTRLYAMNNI
Jurkat NFkB inh = inhibitors of the PMA/ionomycin-induced NF-kB reporter in Jurkat cells | PMA/ionomycin-induced NF-kB luciferase reporter, luminescence | inhibition, % at 4 µM | AID 435003 | 330,000 tested, 0.53% active
697 NFkB inh = inhibitors of the PMA/ionomycin-induced NF-kB reporter in 697 B cells. 697 B-cell NF-kB luciferase reporter, 16 h. inhibition, % at 4 µM. 330,000 tested, 0.33% active; in the data active means inhibition above about 35%
HKDC1 inhibitor = blocks human hexokinase HKDC1 activity; Q2TB90; inhibition, % at 20 µM; 340,000 tested, 0.16% active; AID 493160; recombinant HKDC1, G6PDH/diaphorase resazurin coupled fluorescence;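 active means inhibition above about 35% when tested at 20 µM, limit read from the data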;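 further: plate controls were DMSO wells with enzyme for no effect and DMSO wells lacking enzyme for full effect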
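Incubation: 90 min at room temperature in dark / Material: recombinant HKDC1 (HK5) hexokinase enzyme, produced in-house / Quantity: enzyme 5 µg/mL final / Compound: one dose of 20 µM, 1% DMSO / Reagent: glucose and ATP substrates / Buffer or medium: Tris pH 8.0 buffer with MgCl2, Tween-20, BSA, BME / Technique: resorufin fluorescence at 613 nm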
Gli-Sufu antag = Gli-Sufu pathway antagonism | Sufu-KO-LIGHT fibroblasts, Gli luciferase reporter luminescence | inhibition, % at 5 µM | 340,000 tested, 0.74% active | AID 588413;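 active means inhibition above about 55%, limit read from the data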;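 further: 0% = DMSO-treated cells and 100% = wells with medium but no cells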
SENP8 block = SENP8 protease inhibition | Q96LD8 | purified SENP8, Z-RLRGG-aminoluciferin cleavage, luminescence | inhibition, % at 10 µM | 330,000 tested, 1.2% active | AID 2540
Target sequence (Q96LD8 whole entry, looked up): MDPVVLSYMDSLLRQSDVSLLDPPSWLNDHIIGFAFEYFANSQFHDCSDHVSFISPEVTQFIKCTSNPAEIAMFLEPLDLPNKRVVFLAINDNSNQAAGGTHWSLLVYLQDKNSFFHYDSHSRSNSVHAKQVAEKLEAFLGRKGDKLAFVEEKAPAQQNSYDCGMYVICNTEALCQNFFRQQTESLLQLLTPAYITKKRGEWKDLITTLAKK
Starred values were filed as active, the others as inactive; u = inconclusive; x = no result given. Unless noted, no stated cut-off is given here; in the data, active means inhibition above about 50%; inactive means the rest.

SMILES	Apaf-1 inh	SENP7 inh	UBC13 polyUb	Jurkat NFkB inh	697 NFkB inh	HKDC1 inhibitor	Gli-Sufu antag	SENP8 block
CCOc1ccccc1NC(=O)C(C)CC (stereo not given)	12	4	8	-6	13	1	-16	7
CN1C(C(=O)NCc2cccc(C(F)(F)F)c2)CC2Cn3c(nc4cc(Cl)c(Cl)cc43)C21 (stereo not given)	9	-4	11	4	4	1	10	-6
COc1ccccc1C(=O)Nc1cccc(NC(C)=O)c1	-15	-4	8	10	12	12	1	3
CC(C)OC(=O)Cn1nnc2c(cnn2-c2ccccc2)c1=O	1	-9	-8	-45	-27	-5	-1	-14
O=C(C1CCN(S(=O)(=O)c2ccc(Cl)cc2)CC1)N1CCCCCCC1	21	8	18	16	9	3	9	1
COc1ccc(CCN(C)C(=O)COc2cccc(-n3cnnn3)c2)cc1OC	0	7	3	9	0	1	2	3
COc1ccc(CN2CCC(CNS(=O)(=O)c3cccc(C(F)(F)F)c3)CC2)cc1	8	6	6	19	7	-3	38	1
COc1cc2c(cc1OC)C(c1ccc(Br)cc1)N(C(=O)c1ccccc1C(=O)O)CC2 (stereo not given)	4	-2	-18	-3	-21	0	x	3
Cc1ccccc1NC(=O)CSc1ccc(-c2cccnc2)nn1	0	5	1	-7	-10	-5	-7	-1
O=C(N[C@H]1C/C=C\C[C@@H](CC(=O)N(CCO)Cc2ccccc2)C(=O)N2CCC[C@H]2COC1=O)OCC1c2ccccc2-c2ccccc21	27	-12	9	-9	-26	-2	19	-7
COc1ccc(/C=C/C(=O)Nc2cc(=O)n(C)c(=O)n2C)cc1	7	-1	-18	-43	13	-8	-9	-20
CCC(C)C(NC(=O)c1ccccc1NC(=O)c1ccc(OC)cc1)C(=O)NCc1ccco1 (stereo not given)	-6	2	-4	2	3	0	-1	8
CCNC(=S)Nc1ccc(Cc2ccncc2)cc1	-8	3	0	-11	11	-3	-14	4
CCC(C)(C)NC(=O)CN(Cc1ccccc1)C(=O)CCC(=O)Nc1nccs1	-4	-2	3	18	10	-5	-21	2
N=C(N)SCCN	3	8	-2	1	6	-4	16	-6
CC(C)c1ccc(N2C(=O)/C(=C/N(C)C)SC2=S)cc1	2	14	u	-15	-42	1	-1	1
O=C(Nc1ccc(Cl)cc1)N[C@@H]1c2c(ccc3ccccc23)OC[C@@H]1CO	13	-12	0	4	6	-8	6	-12
CC(NC(=O)c1cccc(OC2CCN(C(=O)C3CC3)CC2)c1)c1ccc(F)cc1 (stereo not given)	4	-7	2	-20	-32	0	8	0
NS(=O)(=O)c1ccc(NC(=O)CSc2nnc(Cc3cccs3)n2-c2ccccc2)cc1	2	-3	5	6	1	4	-9	-6
O=C(c1cnn(C(=O)COc2ccc(Cl)cc2)c1)c1ccccc1O	-2	-2	8	-10	19	-2	-10	2
O=C1NC(=O)/C(=C/c2ccc(O)cc2)S1	-3	25	3	-24	-55	15	-23	16
O=C(c1ccco1)N1CCn2cccc2C1c1ccccc1 (stereo not given)	11	-12	-12	-3	0	-1	7	-7
CCCc1[nH]n(-c2ccc([N+](=O)[O-])cc2)c(=O)c1C=NCCc1c[nH]c2ccccc12	6	1	-8	4	-7	0	2	9
CC[C@@]1(C(=O)OC)N[C@H](CN(C)C(=O)c2ccc(F)cc2)[C@@H]2C(=O)N(C)C(=O)[C@@H]21	-16	2	-1	6	6	-4	-1	-3
Cc1ccc(/C=C2\C(=O)Nc3ccccc32)o1	6	-4	-22	-12	-16	-7	-6	-5
The list continues:
SMILES	Apaf-1 inh	SENP7 inh	UBC13 polyUb	Jurkat NFkB inh	697 NFkB inh	HKDC1 inhibitor	Gli-Sufu antag	SENP8 block
CCN(C(=O)c1cccc(S(=O)(=O)N2CCCCC2)c1)C1CCS(=O)(=O)C1 (stereo not given)	5	1	-6	7	-4	-3	33	10
O=C(COC(=O)c1cc([N+](=O)[O-])ccc1N1CCOCC1)NCCc1ccccc1	1	11	-12	-4	-17	-9	0	-9
COC(=O)C1=C(C)NC(=O)/C1=C\c1cccs1	-12	2	-10	10	4	-3	8	3
O=C(CN1CCN(Cc2cccc(F)c2)CC1)Nc1ccccc1F	4	-4	4	-9	20	-4	-1	0
CCN(c1cccc(C)c1)S(=O)(=O)c1ccc2c(c1)oc(=O)n2C	5	0	3	-14	8	-3	5	6
Cc1ccc(C)c(CN2C(=O)CSc3ccc(C(=O)NCC(C)CN4CCC(C)CC4)cc32)c1 (stereo not given)	15	7	11	-6	-13	-5	29	0
O=C(Nc1ccc(F)c(F)c1)C1CCCCC1	2	-9	1	-13	-8	-5	2	-13
COc1ccc(/C=N/Nc2cc(C)nc3ccc(OC)cc23)c(OC)c1	43*	-4	102*	77*	-8	7	33	-13
O=C(c1sccc1Br)N1CCN(Cc2ccc3c(c2)OCO3)CC1	4	4	-8	0	-23	-2	-6	-4
COCc1cc(Sc2ccc(Cl)cc2)nc(C)n1	-6	3	10	5	1	-12	1	0
C/C(=C\C#N)n1nc(C)cc1N	2	-10	-7	-17	-9	-8	-4	-5
Cc1ccc(C)n1-c1ccc(C#N)cn1	0	-7	-4	5	5	-2	-16	1
O=C(O)/C(=C\c1ccco1)NC(=O)c1ccc(Br)o1	-20	7	0	8	15	-2	6	3
COc1ccc(C(CNCC(=O)Nc2ccccc2F)N(C)C)cc1 (stereo not given)	7	3	-8	-7	-10	-4	3	-4
CCOc1ccc(CCNC(=O)Cn2ncn3nc(-c4ccc(OC)cc4)cc3c2=O)cc1	7	1	-8	-19	-22	-3	-2	-1
COC(=O)C[C@H]1c2cc(C(F)(F)F)ccc2S(=O)(=O)N1C(C)(C)C	-1	5	7	6	9	6	-1	0
O=C(NCc1cccs1)c1cc(-c2ccccc2)on1	-18	-11	-4	-85	-117	-7	-62	-22
CC(=O)NC(Nc1nc2c(s1)CCCC2)(C(F)(F)F)C(F)(F)F	9	1	-3	-5	-22	-8	-1	-8
COCCN(Cc1cc2cc(C)ccc2nc1Cl)C(=O)Nc1ccccc1OC	3	2	-2	-2	10	-5	21	-3
COc1ccc(OC)c(NC(=O)CCNS(=O)(=O)c2ccc3c(c2)c(=O)n(C)c(=O)n3C)c1	-1	10	0	-10	17	-3	4	-2
CC(=O)c1cc(C#N)c(N2CC(C)OC(C)C2)nc1C (stereo not given)	11	4	4	-14	8	-8	2	-5
Cc1cc(=O)c2cc(Br)ccc2n1CC(=O)NCc1ccccc1	-1	4	2	4	-5	-2	6	-5
O=C(O)c1ccccc1-c1ccccc1C(=O)Nc1ccccc1Br	-8	0	-5	7	0	-7	-4	6
COc1ccc(CNC(=O)CCc2c[nH]c3ccccc23)cc1	7	-3	1	-12	-3	-1	-5	-5
CCCCS(=O)CC(CS(=O)CCCC)OC(=O)c1ccccc1 (stereo not given)	-17	5	5	14	-3	-7	1	-4
Further records
SMILES	Apaf-1 inh	SENP7 inh	UBC13 polyUb	Jurkat NFkB inh	697 NFkB inh	HKDC1 inhibitor	Gli-Sufu antag	SENP8 block
COc1cc(CNC(=O)C2CC2)ccc1OCc1ccccc1	-5	48	6	-42	-44	-3	-37	36
O=C(NCc1ccccn1)c1ccc(Cl)c(S(=O)(=O)N2CCOCC2)c1	-13	-4	3	12	-4	-4	-3	-3
O=C(NCCOc1ccccc1)c1ccc2c(c1)S(=O)(=O)c1cc(Cl)ccc1C2=O	11	12	6	3	3	-3	2	4
CCn1cc(C(=O)NC(C)C)c(=O)c2cc(F)c(N3CCN(C(=O)c4ccco4)CC3)cc21	1	1	9	-14	-7	-4	-3	1
Cc1ccn2c(=O)nc(SCC(=O)NC3CCCC3)nc2c1	15	3	-10	5	-7	-2	-5	-10
C/C(=N\NC(=S)NCCc1ccccc1)c1cccc(Br)c1	24	7	9	-1	6	-6	-6	-1
CCOc1ccc(C(=O)OCC(=O)Nc2cc(C)on2)cc1OCC	7	-2	9	1	20	-3	-9	2
CC(=O)c1c(C)[nH]c(C(=O)COC(=O)c2cccnc2Cl)c1C	13	-8	-1	-16	-8	2	2	-16
CC(C)OC(=O)CSc1nnc(COc2ccc([N+](=O)[O-])cc2)n1C	-2	5	-2	-18	-19	10	-5	-8
Cc1cc(NC(=O)CSc2nnc(-c3cccc(F)c3)n2N)no1	-5	7	0	2	10	-5	-4	0
CCOC(=O)C1=C(CC)Nc2ccccc2N=C1NC(=O)Nc1ccc(Cl)c(Cl)c1	2	9	-6	-4	2	6	-2	1
Cn1nc(C(=O)NCCc2ccc(S(N)(=O)=O)cc2)c2c1-c1ccccc1S(=O)(=O)C2	-3	-1	-3	7	-6	-6	-7	1
CS(=O)(=O)N1CCN(c2ccc(Cl)cc2[N+](=O)[O-])CC1	-1	8	-13	1	-5	-13	-12	6
COc1ccc(C(=O)Nc2ccc(S(=O)(=O)Nc3onc(C)c3C)cc2)cc1	-3	0	-3	11	9	-2	-1	-2
CC(=O)c1c(C)nn(CC(O)COc2ccc3c(c2)CCC3)c1C (stereo not given)	-9	-5	-8	-6	-53	-9	7	-4

Rows are unselected. About 3.6% of those tested had a hit in this group.
